ELG1 genotoxic: qHTS screen for small molecules that induce genotoxicity in human embryonic kidney (HEK293T) cells expressing luciferase-tagged ELG1 | HEK293T ELG1-luciferase reporter, luminescence, 16 h | Potency, µM (doses to about 46 µM), for inactives: at the top dose activity change, positive = activation, actives largely listed as activators | actives 1.3% (n = 330,000); further: % of control where 0% means no effect; nearly all actives have a fitted effect of over 60% in size
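Luminescence read-out: rising ELG1-luciferase signal, reflecting elevated ELG1 protein under genetic stress, flags genotoxic compounds. Cells were treated for 16 hr at 37 °C before ONE-Glo detection.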
p53 reactivation: qHTS assay for re-activators of p53 using a Luc reporter; H1299 p53-A138V BP100-luciferase reporter, luminescence, 24 h; Potency, µM (titrated, usually from 92.2 µM), inactives show at the highest dose activity change, positive = activation, hits mostly activators; actives 0.063% (n = 320,000); further: % of control where 0% means no effect; nearly all actives have a fitted effect of over 45% in size
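H1299 (p53-null), stable ts p53-A138V + BP100-Luc; 1000 cells/well, Opti-MEM/10% FBS; cpd 4 pt, 1:5; 24 h, 37 deg C, 5% CO2; detection reagent 10 min RT; luminescence.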
VP16 counter: VP16 counterscreen qHTS for inhibitors of ROR gamma transcriptional activity; AID 2546, 2010; Potency, µM (highest dose often 53.6 µM), without a hit: at the top dose activity, negative = inhibition, most hits filed as inhibitors; actives 3.5% (n = 310,000); Drosophila S2 Gal4-VP16 UAS-luciferase, luminescence, 20 h;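 further: Gal4-VP16 expression switched on by copper sulfate through the metallothionein promoter; on the % scale 0 is the no-effect control and ±100 the full control effect; nearly all actives have a fitted effect of over 50% in size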
BRCA1 expr act: qHTS Assay to Identify Small Molecule Activators of BRCA1 Expression | MCF7-BRCA1-FFLuc reporter, luminescence, 48 h; response scale: scaled: vehicle 0%, 10 µM genistein 100% | Potency, µM (series often up to 46.1 µM), for the others: top-dose activation, actives largely listed as activators | actives 1.1% (n = 380,000); further: nearly all actives have a fitted effect of over 80% in size; some results filed as inactive show a strong effect at the top dose
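Compounds are tested at multiple concentrations on MCF7 BRCA1-luciferase reporter cells seeded at 2000 per well; after 48 h, a single luminescence end-point is taken and curves fitted to the normalized data.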
NPC1 promoter act: qHTS Assay for NPC1 Promoter Activators; Huh7 NPC1 promoter luciferase reporter, 24 h; Potency, µM (titrated, usually from 9.22 µM), without a hit: at the highest dose activation, usual class: activators; actives 2.4% (n = 320,000); AID 485313, 2010;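 further: % of control where 0% means no effect; nearly all actives have a fitted effect of over 60% in size; reporter is driven by a mutant NPC1 promoter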
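Luciferase expression driven by the NPC1 promoter was measured in stably transfected Huh7 cells after a 24 h compound incubation, using a luciferase reagent and a luminescence read.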
Rab9 promoter act: qHTS Assay for Rab9 Promoter Activators | Huh7 Rab9 promoter-luciferase reporter, luminescence, 24 h | Potency, µM (highest dose often 9.22 µM), for the others: top-dose activation, negative = inhibition, usual class: activators | actives 2.8% (n = 320,000) | AID 485297, 2010; further: % of control where 0% means no effect; nearly all actives have a fitted effect of over 60% in size
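Rab9 promoter-driven luciferase in stably transfected Huh7 cells; 1500 cells/well rested 2 h, exposed to compound in DMSO for 24 h at 37 °C, 5% CO2. Luminescence read 10 min after adding luciferase reagent at ambient temperature.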
RORg inh: qHTS for inhibitors of ROR gamma transcriptional activity; actives 5.4% (n = 310,000); Drosophila S2 Gal4-RORgamma UAS-luciferase reporter, 20 h; Potency, µM (highest dose often 53.6 µM), for the others: top-dose activity change, negative = inhibition, actives largely listed as inhibitors; further: on the % scale 0 is the no-effect control and ±100 the full control effect; nearly all actives have a fitted effect of over 60% in size
Target sequence (P51450 whole entry, looked up, the tested form may be a part): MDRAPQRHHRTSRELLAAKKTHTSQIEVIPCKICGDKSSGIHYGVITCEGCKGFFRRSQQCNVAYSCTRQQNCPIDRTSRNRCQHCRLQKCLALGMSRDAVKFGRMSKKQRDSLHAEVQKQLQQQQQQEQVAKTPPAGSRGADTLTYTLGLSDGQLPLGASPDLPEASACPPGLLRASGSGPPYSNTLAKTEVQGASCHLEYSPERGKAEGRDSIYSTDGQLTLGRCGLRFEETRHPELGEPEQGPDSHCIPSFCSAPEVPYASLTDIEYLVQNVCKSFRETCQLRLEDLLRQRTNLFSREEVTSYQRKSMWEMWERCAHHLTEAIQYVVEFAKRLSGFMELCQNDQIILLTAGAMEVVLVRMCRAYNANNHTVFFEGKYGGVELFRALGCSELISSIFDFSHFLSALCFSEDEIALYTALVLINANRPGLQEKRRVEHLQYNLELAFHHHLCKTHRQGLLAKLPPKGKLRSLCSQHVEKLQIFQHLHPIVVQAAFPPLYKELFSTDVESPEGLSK
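ROR gamma transcriptional activity was tracked as Gal4-UAS luciferase output in stably transfected Drosophila Schneider cells, with compound added 1 hr before 700 uM copper sulfate induction and a 20 hr ambient-temperature incubation.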
MBNL1 CUG block: qHTS Assay for Inhibitors of MBNL1-poly(CUG) RNA binding | actives 0.036% (n = 280,000) | TR-FRET MBNL1-His/biotin-(CUG)12 binding, 665/545 ratio | AID 2675, 2010 | Potency, µM (highest dose often 57.5 µM), without a hit: at the highest dose activity change, negative = inhibition, actives largely listed as inhibitors | Muscleblind-like protein 1 (Homo sapiens), Q9NR56; active means well fitted inhibition curve with a large enough effect in the signal ratio, with a control signal flat, not every such curve was filed as active; inconclusive means small, poorly fitted or top-dose-only effect, or effect the other way, or a change in a side signal; inactive means no such curve, though single readings can be large or run the other way; the % refers to the signal ratio; further: on the % scale 0 is the no-effect control and ±100 the full control effect
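Inhibition of protein-RNA binding appears as loss of TR-FRET between terbium anti-His antibody on MBNL1-His and streptavidin-XL665 on biotin-(CUG)12. Activity is normalized to buffer-only and uninhibited-complex controls.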
CXXC DNA block: qHTS Fluorescence Polarization Assay for Inhibitors of MLL CXXC domain - DNA interaction; AID 2662, 2010; Histone-lysine N-methyltransferase 2A (Homo sapiens), Q03164; actives 0.037% (n = 290,000); Potency, µM (top dose mostly 115 µM), inactives show at the top dose activity change, negative = inhibition, most hits filed as inhibitors; MLL-CXXC / FITC-HOXA9 DNA fluorescence polarization; active means well fitted inhibition curve with a large enough effect in the polarisation, with a control signal flat, not every such curve was filed as active; inconclusive means small, poorly fitted or top-dose-only effect, or effect the other way, or a change in a side signal; inactive means no such curve, though single readings can be large or run the other way; the % refers to the polarisation
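Purified MLL-CXXC (added from a 7 uM solution) was preincubated 5 min at ambient with pinned compounds in 50 mM Tris-HCl pH 7.5, 50 mM NaCl, 1 mM DTT, 0.05% BSA. Fluorescein-labeled HOX-A9 DNA (50 nM solution) followed, 30 min, then polarization read.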
uPA surface inh: qHTS for Inhibitors of Cell Surface uPA Generation; AID 540303, 2011; cell surface uPA generation assay, qHTS; Potency, µM (series often up to 38.3 µM), without a hit: at the highest dose activity change, negative = inhibition, most hits filed as inhibitors; actives 0.31% (n = 330,000); active means well fitted inhibition curve with a large enough effect; inconclusive means small, poorly fitted or top-dose-only effect; inactive means no such curve, though single readings can be large or run the other way; tested in mouse RAW 264.7 cells; further: on the % scale 0 is the no-effect control and ±100 the full control effect; nearly all actives have a fitted effect of over 55% in size
FLuc modulator: qHTS profiling assay for firefly luciferase inhibitor/activator using purifed enzyme and Km concentrations of substrates (counterscreen for miR-21 project). purified FLuc, Km substrates, luminescence inhibition. Potency, µM (series often up to 57.5 µM), for inactives: at the top dose activity change, negative = inhibition, actives largely listed as inhibitors. actives 6.9% (n = 360,000). AID 588342, 2011;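 further: plate controls were vehicle for no effect and reference inhibitor for full effect; nearly all actives have a fitted effect of over 55% in size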
Target sequence (P08659 whole entry, looked up): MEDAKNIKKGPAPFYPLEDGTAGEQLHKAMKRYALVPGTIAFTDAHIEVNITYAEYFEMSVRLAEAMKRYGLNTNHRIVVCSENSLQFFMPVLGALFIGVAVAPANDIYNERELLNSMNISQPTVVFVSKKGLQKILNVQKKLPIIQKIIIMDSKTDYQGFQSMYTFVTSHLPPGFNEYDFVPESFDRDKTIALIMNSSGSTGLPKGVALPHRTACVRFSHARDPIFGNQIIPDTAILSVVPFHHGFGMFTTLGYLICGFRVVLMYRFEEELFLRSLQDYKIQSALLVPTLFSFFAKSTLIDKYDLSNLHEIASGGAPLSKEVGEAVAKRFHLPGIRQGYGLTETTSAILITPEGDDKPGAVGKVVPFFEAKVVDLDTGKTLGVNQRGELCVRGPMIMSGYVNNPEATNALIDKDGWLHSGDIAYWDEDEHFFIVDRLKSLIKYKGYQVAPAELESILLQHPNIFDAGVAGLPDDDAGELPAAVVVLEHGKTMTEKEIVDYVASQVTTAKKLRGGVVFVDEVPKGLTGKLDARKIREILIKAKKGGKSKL
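Biochemical qHTS of compounds, final roughly 60 µM downward over six points, against 10 nM purified firefly luciferase using Km concentrations of substrates (10 uM D-luciferin, 10 uM ATP) in Tris acetate pH 7.5 buffer; luminescence output.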
The depositor's hits bear a star; ? = inconclusive; / = not tested or not shown; & = joins results of further samples; [ ] = another dose, or the depositor's remark. Unless noted, the call rests on the fitted dose curve; in most records, active means well fitted curve in the direction sought with a large enough effect; inconclusive means small, poorly fitted or top-dose-only effect, or another doubt; inactive means no such curve, though single readings can be large; an effect the other way counts as inactive or inconclusive. Potency means the concentration at half of the fitted maximal effect.

SMILES	RORg inh	Rab9 promoter act	NPC1 promoter act	MBNL1 CUG block	BRCA1 expr act	uPA surface inh	p53 reactivation	FLuc modulator	ELG1 genotoxic	CXXC DNA block	VP16 counter
COc1cc(C(c2sc3ncnn3c2O)N2CCN(c3ccccc3F)CC2)cc(OC)c1OC (stereo not given)	27%	3%	-1%	-3%	-14%	16%	8%	1%	0%	-23%	-2%
Cc1ccc(S(=O)(=O)CCC(=O)OCC(=O)N(C)CC(=O)Nc2ccc(F)cc2)cc1	/	0%	0%	/	-1%	-4%	11%	0%	2%	/	/
Cc1ccc(C(C)C)c(OCC(=O)Nn2c(C)nc3ccccc3c2=O)c1	-7%	0%	5%	1%	-38%	17%	-1%	0%	-5%	-8%	-15%
CCN1CCCC1CNC(=O)c1cc(OC)c(OC)c(OC)c1 (stereo not given)	4%	-2%	-2%	-3%	0%	-1%	-5%	5%	2%	7%	-6%
CCOc1ccc(-c2ccc(C=O)o2)c([N+](=O)[O-])c1	24%	0%	-1%	?	-2%	15%	17%	?	2%	2%	25%
COc1ccc(C2(CNC(=O)C(=O)Nc3ccc(C)cc3)CCOCC2)cc1	25%	-3%	-3%	2%	18%	-9%	-4%	-6%	3%	0%	2%
COc1ccccc1N1CCN(Cc2cc3c(cc2[N+](=O)[O-])OCO3)CC1	-4%	-5%	1%	?	6%	0%	/	4%	0%	-4%	0%
O=S(=O)(Nc1c(F)cccc1F)c1ccc2c(c1)OCCO2	-23%	0%	1%	1%	-30%&9%	0%	4%	2%&-9%	3%	11%	-2%
O=C(CCSc1nnc(-c2ccco2)o1)Nc1ccc(Cl)cc1	?	13%	16%	10%	-1%	-3%	-2%	4%	5%	-2%	-7%
CC(C)CNC(=O)c1ccccc1Oc1ccccc1	-12%	0%	-2%	9%	-20%	9%	1%	2%	1%	-4%	1%
CCCCn1c(N)c(N(CCC(C)C)C(=O)Cc2ccc(S(=O)(=O)N3CCOCC3)s2)c(=O)[nH]c1=O	/	-3%	-5%	/	-3%	4%	0%	-1%	1%	/	/
CC1(C(=O)NCCN2CCOCC2)C=CCN1C(=O)c1ccccc1 (stereo not given)	1%&23%	28%	12%	10%	55%	?	?	24µM*	17%	3%	-9%&-4%
COc1ccc(CC(=O)NCc2ccc(F)cc2)cc1S(=O)(=O)N1CCOCC1	/	-4%	-2%	/	-15%	-3%	3%	-1%	-2%	/	/
CCC(NC(=O)c1oc2ccccc2c1COC)c1ccc(OC)cc1 (stereo not given)	42%	-2%	2%	-5%	-25%	4%	-2%	4%	-7%	-12%	-4%
Cc1ccc(N(CCC#N)C(=O)CN2C(=O)NC(Cc3ccccc3)C2=O)cc1 (stereo not given)	14%	-3%	-4%	0%	-1%	0%	3%	0%	2%	11%	-18%
COc1ccc(Cc2nn3c(Cn4nnc5ccccc54)nnc3s2)cc1	?	-2%	3%	5%	-2%	-1%	-2%	11µM*	-5%	3%	-11%
COc1cc(SC)ccc1C(=O)NCC1CCCO1 (stereo not given)	18%	3%	14%	1%	67%	0%	6%	-1%	-2%	3%	28%
CCOC(=O)C1C(=O)CC(C)(O)C(C(=O)OCC)C1c1ccc(N(CC)CC)cc1 (stereo not given)	17%	0%	0%	-7%	-33%	8%	0%	5%	-3%	7%	-5%
COc1ccccc1NC(=O)CNC(=O)Cn1c(C)cc2ccccc2c1=O	34%	-6%	-7%	4%	-2%	1%	5%	-10%	-2%	-6%	-1%
Cc1c(NC(=O)C(C)OC(=O)CCc2c[nH]c3ccccc23)c(=O)n(-c2ccccc2)n1C (stereo not given)	/	-2%	-3%	/	1%	2%	4%	0%	-4%	/	/
O=C(CCC(=O)c1cccs1)Nc1ncccc1O	/	-3%	3%	/	5%	-5%	13%	1%	2%	/	/
Cc1nn(-c2ccccc2)c(Cl)c1C(=O)OC(C)C(=O)Nc1ccc2c(c1)OCO2 (stereo not given)	3%	-2%	2%	2%	1%	9%	-3%	0%	-3%	1%	-5%
COc1ccc2c3c([nH]c2c1)C1CC2C(CC(O)C(OC)C2CO)CN1CC3 (stereo not given)	-23%	0%	-6%	5%	14%	3%	-4%	2%	-2%	6%	-3%
O=C(CSC1=NS(=O)(=O)c2cc(Cl)ccc2N1)Nc1ccccc1F	/	-3%	1%	/	0%	0%	5%	-26%	-6%	/	/
COc1ccc(/C=C2/N=C3CCCCCN3C2=O)cc1	11%	-3%	-1%	?	43%	-1%	23%	17µM*	?	3%	16%
CC(C)CC(=O)Nc1c2c(nn1-c1ccc([N+](=O)[O-])cc1)CS(=O)(=O)C2	7%	11%	-3%	?	-23%	-6%	-1%	6%	-1%	-2%	2%
CC(C)CN(C(=O)c1cc(=O)[nH]c2ccccc12)c1c(N)n(Cc2ccccc2)c(=O)[nH]c1=O	/	1%	-1%	/	-7%	3%	2%	-1%	-2%	/	/
O=C(CSc1oc(-c2ccco2)nc1S(=O)(=O)c1ccccc1)NCC1CCCO1 (stereo not given)	7%	-3%	-3%	19%	-13%	1%	-1%	0%	0%	-4%	0%
O=C(CSc1nnnn1-c1ccc2c(c1)CCC2)Nc1ccc2c(c1)OCCO2	?	?	6%	5%	40%	1%	2%	?	-3%	-3%	-7%
CCC1CCCCN1S(=O)(=O)c1ccc2c(c1)CCN2C(=O)C1CCC1 (stereo not given)	35%	-8%	-9%	-9%	-45%	-4%	-4%	-1%	-6%	0%	0%
Cc1ccccc1NC(=O)c1ccc2nccnc2c1	43%	15%	-5%	?	56%	0%	12%	?	-6%	5%	3%
O=C(Cn1sc2ccccc2c1=O)N1CCN(C(=O)c2ccco2)CC1	16%	15%	11%	-5%	39%	4%	?	?	13%	4%	-6%
CC(=O)NC(CC(=O)NCCN1C(=O)S/C(=C\c2ccccc2)C1=O)c1ccccc1 (stereo not given)	-2%	-7%	-2%	/	-4%	-9%	3%	-5%	-4%	3%	5%
Cn1c(SCC(=O)N2CCOCC2)nnc1-c1ccco1	-14%	-1%	1%	3%	15%	/	8%	0%	1%	8%	-3%
COc1cc(C2NCCC(=O)C2(C)C)cc(OC)c1OC (stereo not given)	-6%	3%	-1%	-6%	0%	1%	-3%	5%	-1%	?	-13%
CCN1CCN(C(=O)Cn2nc(C)c3sc4ccccc4c3c2=O)CC1	-17%	2%	-6%	5%	16%	0%	7%	-1%	-1%[9.26 µM]	1%	-5%
CC1(C)Cc2c(ccc3ccccc23)/C(=C/C(=O)N2CCCCC2)N1	-16%	0%	0%	4%	-68%	-1%	4%	-13%	1%	23%	-12%
Cc1ccc(C(=O)OC(C)C(=O)c2cc(C)c(C)cc2C)o1 (stereo not given)	11%	-2%	1%	-2%	9%	0%	-9%	?	-3%	-1%	25%
C[c-]1[c-](C)[c-](C)[c-](C)[c-]1C.[Fe].c1cc2nccc(N3CCCC3)[c-]2c1 (stereo not given)	-3%&-25%	-1%&1%	-4%&-3%	?	-19%&-3%	12%&10%	1%&1%	-8%&4%	-10%&-6%	11%&17%	-7%&-7%
Cc1cccc(/C(N)=N/OC(=O)c2ccccc2Cl)c1	0.25µM*	0.89µM*	0.089µM*	2%	-70%[inhibitor]	-4%	3%	0.76µM*	?	29%	5µM*
Cc1ccc(Nc2nc(N)[nH]c(=O)c2N=O)cc1	-10%	-1%	0%	?	-25%	?	1%	-12%	-4%	5%	2%

2 records picked at random from the list so far, as already listed:
SMILES	RORg inh	Rab9 promoter act	NPC1 promoter act	MBNL1 CUG block	BRCA1 expr act	uPA surface inh	p53 reactivation	FLuc modulator	ELG1 genotoxic	CXXC DNA block	VP16 counter
CC(=O)NC(CC(=O)NCCN1C(=O)S/C(=C\c2ccccc2)C1=O)c1ccccc1 (stereo not given)	-2%	-7%	-2%	/	-4%	-9%	3%	-5%	-4%	3%	5%
Cc1ccccc1NC(=O)c1ccc2nccnc2c1	43%	15%	-5%	?	56%	0%	12%	?	-6%	5%	3%

Compound activity (PubChem BioAssay)

These rows are one share of the data; the hit share may differ from the screen's.
